Bioassay records: PubChem BioAssay, National Center for Advancing Translational Sciences (NCATS)
RORgamma inh: qHTS for inhibitors of ROR gamma transcriptional activity | AID 2551, 2010 | 310,000 tested, 5.4% active | Nuclear receptor ROR-gamma (Mus musculus), P51450 | Drosophila S2 Gal4-RORgamma UAS-luciferase reporter, 20 h | Potency, µM (top dose mostly 53.6 µM), inactives show top-dose activity change, negative = inhibition, usual class: inhibitors; further: on the % scale 0 is the no-effect control and ±100 the full control effect; nearly all actives have a fitted effect of over 60% in size
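Drosophila S2 cells stably expressing Gal4-DBD/mouse RORγ fusion under metallothionein promoter plus UAS-luciferase; compound 1 h, then 700 uM CuSO4 induction for 20 h at ambient temperature; inhibition read as reduced luminescence.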
ELG1 genotoxic: qHTS screen for small molecules that induce genotoxicity in human embryonic kidney (HEK293T) cells expressing luciferase-tagged ELG1; 330,000 tested, 1.3% active; HEK293T ELG1-luciferase reporter, luminescence, 16 h; AID 504466, 2011; Potency, µM (series often up to 46 µM), for the others: top-dose activity change, positive = activation, usual class: activators; further: % of control where 0% means no effect; nearly all actives have a fitted effect of over 60% in size
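Screening used a luciferase reporter fused to human ELG1 in HEK293T cells. Luminescence was read on a CCD plate imager after 16 hr exposure and 30 min ONE-Glo incubation.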
p53 reactivator: qHTS assay for re-activators of p53 using a Luc reporter | H1299 p53-A138V BP100-luciferase reporter, luminescence, 24 h | Potency, µM (highest dose often 92.2 µM), inactives show at the highest dose activity change, positive = activation, hits mostly activators | 320,000 tested, 0.063% active | AID 504706, 2011; further: % of control where 0% means no effect; nearly all actives have a fitted effect of over 45% in size
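H1299 (p53-null), stable ts p53-A138V + BP100-Luc; 1000 cells/well, Opti-MEM/10% FBS; cpd 4 pt, 1:5; 24 h, 37 deg C, 5% CO2; detection reagent 10 min RT; luminescence.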
FLuc modulator: qHTS profiling assay for firefly luciferase inhibitor/activator using purifed enzyme and Km concentrations of substrates (counterscreen for miR-21 project); Potency, µM (highest dose often 57.5 µM), inactives show top-dose activity change, negative = inhibition, usual class: inhibitors; Luciferin 4-monooxygenase (Photinus pyralis), P08659; 360,000 tested, 6.9% active; purified FLuc, Km substrates, luminescence inhibition;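 further: plate controls were vehicle for no effect and reference inhibitor for full effect; nearly all actives have a fitted effect of over 55% in size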
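Biochemical qHTS of compounds, final roughly 60 µM downward over six points, against 10 nM purified firefly luciferase using Km concentrations of substrates (10 uM D-luciferin, 10 uM ATP) in Tris acetate pH 7.5 buffer; luminescence output.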
BRCA1 expr up: qHTS Assay to Identify Small Molecule Activators of BRCA1 Expression | MCF7-BRCA1-FFLuc reporter, luminescence, 48 h; response scale: scaled: vehicle 0%, 10 µM genistein 100% | Potency, µM (top dose mostly 46.1 µM), for the others: top-dose activation, most hits filed as activators | 380,000 tested, 1.1% active; further: nearly all actives have a fitted effect of over 80% in size; some results filed as inactive show a strong effect at the top dose
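Reporter cells (MCF7, BRCA1 promoter-firefly luciferase) received library compounds across a concentration series for 48 h. End-point luminescence was measured and concentration-effect curves derived after normalization.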
NPC1 prom act: qHTS Assay for NPC1 Promoter Activators; Huh7 NPC1 promoter luciferase reporter, 24 h; Potency, µM (top dose mostly 9.22 µM), for inactives: at the highest dose activation, actives largely listed as activators; 320,000 tested, 2.4% active; AID 485313, 2010;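 further: % of control where 0% means no effect; nearly all actives have a fitted effect of over 60% in size; reporter is driven by a mutant NPC1 promoter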
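Compounds in DMSO were transferred onto Huh7 NPC1-luciferase reporter cells pre-incubated 2 h; after 24 h at 37 °C, Amplite reagent was dispensed and luminescence recorded 10 min later.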
uPA surface inh: qHTS for Inhibitors of Cell Surface uPA Generation. cell surface uPA generation assay, qHTS. Potency, µM (series often up to 38.3 µM), without a hit: top-dose activity change, negative = inhibition, usual class: inhibitors. 330,000 tested, 0.31% active. AID 540303, 2011; active means well fitted inhibition curve with a large enough effect; inconclusive means small, poorly fitted or top-dose-only effect; inactive means no such curve, though single readings can be large or run the other way; tested in mouse RAW 264.7 cells; further: on the % scale 0 is the no-effect control and ±100 the full control effect; nearly all actives have a fitted effect of over 55% in size
Rab9 promoter act: qHTS Assay for Rab9 Promoter Activators; Potency, µM (top dose mostly 9.22 µM), for the others: at the highest dose activation, negative = inhibition, most hits filed as activators; Huh7 Rab9 promoter-luciferase reporter, luminescence, 24 h; 320,000 tested, 2.8% active; further: % of control where 0% means no effect; nearly all actives have a fitted effect of over 60% in size
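Luminescence read-out: Huh7 cells stably expressing Rab9-luciferase, treated 24 h with compound at 37 °C, then lysed with luciferase reagent for 10 min at ambient before reading.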
MLL CXXC-DNA inh: qHTS Fluorescence Polarization Assay for Inhibitors of MLL CXXC domain - DNA interaction; AID 2662, 2010; Histone-lysine N-methyltransferase 2A (Homo sapiens), Q03164; 290,000 tested, 0.037% active; Potency, µM (titrated, usually from 115 µM), for inactives: at the top dose activity change, negative = inhibition, actives largely listed as inhibitors; MLL-CXXC / FITC-HOXA9 DNA fluorescence polarization; active means well fitted inhibition curve with a large enough effect in the polarisation, with a control signal flat, not every such curve was filed as active; inconclusive means small, poorly fitted or top-dose-only effect, or effect the other way, or a change in a side signal; inactive means no such curve, though single readings can be large or run the other way; the % refers to the polarisation
Target sequence (Q03164 whole entry, looked up, the tested form may be a part): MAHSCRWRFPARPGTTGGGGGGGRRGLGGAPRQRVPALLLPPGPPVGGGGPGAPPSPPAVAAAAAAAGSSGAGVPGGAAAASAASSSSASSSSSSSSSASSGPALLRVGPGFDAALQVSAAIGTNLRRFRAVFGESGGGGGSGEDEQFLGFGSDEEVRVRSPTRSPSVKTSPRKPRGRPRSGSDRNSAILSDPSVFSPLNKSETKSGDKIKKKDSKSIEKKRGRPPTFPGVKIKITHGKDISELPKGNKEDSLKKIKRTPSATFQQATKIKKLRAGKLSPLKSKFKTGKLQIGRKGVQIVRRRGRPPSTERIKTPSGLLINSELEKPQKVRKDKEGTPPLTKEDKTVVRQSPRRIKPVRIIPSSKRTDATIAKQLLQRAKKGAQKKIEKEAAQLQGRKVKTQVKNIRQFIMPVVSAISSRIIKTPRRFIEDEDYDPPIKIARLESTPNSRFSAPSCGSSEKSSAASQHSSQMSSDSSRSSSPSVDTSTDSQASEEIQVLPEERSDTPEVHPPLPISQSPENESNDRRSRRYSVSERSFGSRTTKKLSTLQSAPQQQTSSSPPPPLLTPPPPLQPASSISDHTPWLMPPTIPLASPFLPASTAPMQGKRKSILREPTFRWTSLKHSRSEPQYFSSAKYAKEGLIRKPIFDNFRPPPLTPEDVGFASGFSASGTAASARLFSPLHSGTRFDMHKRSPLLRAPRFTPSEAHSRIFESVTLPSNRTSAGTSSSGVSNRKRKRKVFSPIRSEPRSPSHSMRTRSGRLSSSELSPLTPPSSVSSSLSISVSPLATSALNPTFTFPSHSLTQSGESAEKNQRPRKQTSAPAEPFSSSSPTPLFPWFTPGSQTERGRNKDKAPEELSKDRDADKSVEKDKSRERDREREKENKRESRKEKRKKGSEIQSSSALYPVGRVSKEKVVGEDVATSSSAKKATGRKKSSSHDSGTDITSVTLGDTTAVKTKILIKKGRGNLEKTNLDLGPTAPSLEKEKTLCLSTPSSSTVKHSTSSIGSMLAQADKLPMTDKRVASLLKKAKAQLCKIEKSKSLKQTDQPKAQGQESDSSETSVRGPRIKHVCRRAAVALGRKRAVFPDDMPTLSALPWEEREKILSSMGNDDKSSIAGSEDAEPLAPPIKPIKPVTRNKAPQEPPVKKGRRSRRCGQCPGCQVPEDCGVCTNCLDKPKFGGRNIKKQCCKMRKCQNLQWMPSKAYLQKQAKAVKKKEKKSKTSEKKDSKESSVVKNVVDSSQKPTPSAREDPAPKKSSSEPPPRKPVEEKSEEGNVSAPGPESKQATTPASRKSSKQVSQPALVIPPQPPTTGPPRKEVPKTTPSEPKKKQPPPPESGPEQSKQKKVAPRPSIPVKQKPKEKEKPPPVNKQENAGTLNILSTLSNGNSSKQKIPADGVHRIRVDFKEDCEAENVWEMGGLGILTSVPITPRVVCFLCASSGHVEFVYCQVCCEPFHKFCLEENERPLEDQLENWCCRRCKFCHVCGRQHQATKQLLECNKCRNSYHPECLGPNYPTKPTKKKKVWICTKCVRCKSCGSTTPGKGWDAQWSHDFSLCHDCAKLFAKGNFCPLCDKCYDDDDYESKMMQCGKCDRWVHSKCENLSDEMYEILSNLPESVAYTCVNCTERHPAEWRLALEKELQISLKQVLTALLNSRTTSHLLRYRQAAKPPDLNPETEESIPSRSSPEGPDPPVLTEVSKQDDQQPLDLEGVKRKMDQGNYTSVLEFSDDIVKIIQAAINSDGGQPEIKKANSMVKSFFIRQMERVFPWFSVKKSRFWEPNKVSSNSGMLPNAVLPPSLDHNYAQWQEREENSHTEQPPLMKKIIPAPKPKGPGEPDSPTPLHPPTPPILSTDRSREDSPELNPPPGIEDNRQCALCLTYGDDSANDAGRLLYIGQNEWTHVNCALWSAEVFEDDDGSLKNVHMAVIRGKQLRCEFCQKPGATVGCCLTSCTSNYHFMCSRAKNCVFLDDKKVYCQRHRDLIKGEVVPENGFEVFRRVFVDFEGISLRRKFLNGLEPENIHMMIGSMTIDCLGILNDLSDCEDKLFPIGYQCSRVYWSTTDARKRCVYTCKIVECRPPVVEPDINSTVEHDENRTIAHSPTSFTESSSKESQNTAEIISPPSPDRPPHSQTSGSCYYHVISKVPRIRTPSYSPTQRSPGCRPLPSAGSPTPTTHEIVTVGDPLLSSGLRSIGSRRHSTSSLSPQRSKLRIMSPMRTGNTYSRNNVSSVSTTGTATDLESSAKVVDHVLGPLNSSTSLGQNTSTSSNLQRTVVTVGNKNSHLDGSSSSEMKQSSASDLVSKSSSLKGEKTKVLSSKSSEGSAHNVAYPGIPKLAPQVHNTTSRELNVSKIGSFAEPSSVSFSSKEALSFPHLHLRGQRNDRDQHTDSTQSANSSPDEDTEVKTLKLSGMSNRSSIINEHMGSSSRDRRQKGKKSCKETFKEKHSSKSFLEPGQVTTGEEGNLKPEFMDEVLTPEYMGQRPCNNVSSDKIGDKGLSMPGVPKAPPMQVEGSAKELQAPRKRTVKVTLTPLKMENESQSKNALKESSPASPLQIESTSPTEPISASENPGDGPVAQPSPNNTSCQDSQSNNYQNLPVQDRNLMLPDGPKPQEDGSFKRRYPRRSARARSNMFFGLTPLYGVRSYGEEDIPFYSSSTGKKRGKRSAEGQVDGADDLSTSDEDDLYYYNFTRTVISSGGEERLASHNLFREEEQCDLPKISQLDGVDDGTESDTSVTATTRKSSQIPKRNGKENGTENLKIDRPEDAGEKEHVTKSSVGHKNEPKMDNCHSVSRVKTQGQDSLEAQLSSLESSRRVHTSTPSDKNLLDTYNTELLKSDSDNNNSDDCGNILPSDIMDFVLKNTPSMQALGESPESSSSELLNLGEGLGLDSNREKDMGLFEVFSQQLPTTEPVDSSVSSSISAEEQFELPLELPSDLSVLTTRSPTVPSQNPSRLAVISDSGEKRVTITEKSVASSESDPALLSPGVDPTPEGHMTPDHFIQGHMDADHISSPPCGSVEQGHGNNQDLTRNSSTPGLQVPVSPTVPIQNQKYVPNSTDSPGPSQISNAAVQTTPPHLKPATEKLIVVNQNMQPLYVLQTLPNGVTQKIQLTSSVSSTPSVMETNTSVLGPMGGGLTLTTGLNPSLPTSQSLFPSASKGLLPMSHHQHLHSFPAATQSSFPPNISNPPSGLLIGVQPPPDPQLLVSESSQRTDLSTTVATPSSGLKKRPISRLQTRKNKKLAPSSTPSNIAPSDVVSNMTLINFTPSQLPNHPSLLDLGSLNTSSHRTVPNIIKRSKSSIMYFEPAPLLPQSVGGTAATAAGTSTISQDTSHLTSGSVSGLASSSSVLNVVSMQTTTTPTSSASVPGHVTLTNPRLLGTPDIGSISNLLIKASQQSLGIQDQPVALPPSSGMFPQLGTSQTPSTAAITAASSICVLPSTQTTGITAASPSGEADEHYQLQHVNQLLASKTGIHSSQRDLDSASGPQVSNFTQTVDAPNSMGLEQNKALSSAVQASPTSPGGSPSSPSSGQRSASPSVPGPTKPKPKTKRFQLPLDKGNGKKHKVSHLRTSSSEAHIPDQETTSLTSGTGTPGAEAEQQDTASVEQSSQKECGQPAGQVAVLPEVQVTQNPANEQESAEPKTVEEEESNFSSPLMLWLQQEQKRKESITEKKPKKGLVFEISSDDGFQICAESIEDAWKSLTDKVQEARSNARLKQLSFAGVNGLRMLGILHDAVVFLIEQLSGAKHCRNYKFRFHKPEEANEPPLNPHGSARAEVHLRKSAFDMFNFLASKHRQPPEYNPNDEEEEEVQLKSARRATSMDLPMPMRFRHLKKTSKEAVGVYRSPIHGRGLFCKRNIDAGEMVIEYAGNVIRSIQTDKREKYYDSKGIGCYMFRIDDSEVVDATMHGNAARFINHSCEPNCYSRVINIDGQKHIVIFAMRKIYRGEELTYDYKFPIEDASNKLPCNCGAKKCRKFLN
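Purified MLL-CXXC (added from a 7 uM solution) was preincubated 5 min at ambient with pinned compounds in 50 mM Tris-HCl pH 7.5, 50 mM NaCl, 1 mM DTT, 0.05% BSA. Fluorescein-labeled HOX-A9 DNA (50 nM solution) followed, 30 min, then polarization read.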
MBNL1-CUG inh: qHTS Assay for Inhibitors of MBNL1-poly(CUG) RNA binding; Muscleblind-like protein 1 (Homo sapiens), Q9NR56; TR-FRET MBNL1-His/biotin-(CUG)12 binding, 665/545 ratio; Potency, µM (top dose mostly 57.5 µM), for inactives: at the top dose activity change, negative = inhibition, usual class: inhibitors; 280,000 tested, 0.036% active; AID 2675, 2010; active means well fitted inhibition curve with a large enough effect in the signal ratio, with a control signal flat, not every such curve was filed as active; inconclusive means small, poorly fitted or top-dose-only effect, or effect the other way, or a change in a side signal; inactive means no such curve, though single readings can be large or run the other way; the % refers to the signal ratio; further: on the % scale 0 is the no-effect control and ±100 the full control effect
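Compounds (final 92 nM to 58 uM) are added to His-tagged MBNL1 and biotin-(CUG)12, then terbium anti-His antibody and streptavidin-XL665 (5 nM final). After 60 min at room temperature, the 665/545 nm ratio is read.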
VP16 counter: VP16 counterscreen qHTS for inhibitors of ROR gamma transcriptional activity | Drosophila S2 Gal4-VP16 UAS-luciferase, luminescence, 20 h | Potency, µM (series often up to 53.6 µM), for the others: at the top dose activity, negative = inhibition, most hits filed as inhibitors | 310,000 tested, 3.5% active;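 further: Gal4-VP16 expression switched on by copper sulfate through the metallothionein promoter; on the % scale 0 is the no-effect control and ±100 the full control effect; nearly all actives have a fitted effect of over 50% in size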
The depositor's hits bear a star; u = inconclusive; x = no result given; & = joins results of further samples; [ ] = another dose, or the depositor's remark. Unless noted, the call rests on the fitted dose curve; in most records, active means well fitted curve in the direction sought with a large enough effect; inconclusive means small, poorly fitted or top-dose-only effect, or another doubt; inactive means no such curve, though single readings can be large; an effect the other way counts as inactive or inconclusive. Potency means the concentration at half of the fitted maximal effect. This is a subset; count on the stated rates, not on these rows.

molecule	RORgamma inh	ELG1 genotoxic	p53 reactivator	FLuc modulator	BRCA1 expr up	NPC1 prom act	uPA surface inh	Rab9 promoter act	MLL CXXC-DNA inh	MBNL1-CUG inh	VP16 counter
O=C1OCCN1C(=O)[C@H]1[C@H](c2ccc(Cl)cc2)C(c2ccc(F)cc2)=NN1c1ccc(Br)cc1	4%[40.7 µM]	-2%	13%	x	-49%	x	-8%	x	x	x	-15%[40.7 µM]
Fc1ccccc1CSc1ncnc2c1oc1ccccc12	0%	18%	1%	u	35%	-4%	-2%	8%	6%	0%	2%
CCOc1ccccc1N=Cc1c(O)n(C)c(=O)n(C)c1=O	4%	-4%	1%	-3%	-24%	14%	-3%	-1%	6%	-5%	3%
Cn1cnnc1SCCCN1C(=O)c2cccc3cccc(c23)C1=O	1%	9%	12%	-19%	6%	1%	9%	1%	-5%	u	-17%
CCOC(=O)NC(=O)c1cn(C(CC)CO)c(=O)[nH]c1=O (configuration not stated)	-3%	-1%	-2%	-1%	1%	-2%	-1%	-3%	2%	-12%	-2%
COc1ccc(C(=O)NCc2nnc(SCC(=O)NC3CCCCC3)n2C)cc1	6%	0%	-2%	u	3%	0%	-1%	-2%	4%	-2%	2%
COCCN(C(=S)Nc1ccccc1OC)C1CCN(C(C)=O)CC1	-11%	1%	-8%	1%	-2%	0%	0%	4%	13%	x	-12%
CCCNC(=O)c1ccc(COc2ccc(C(C)(C)C)cc2)o1	-20%	-4%	6%	u	u	18%	-6%	20%	2%	0%	u
CCOC(=O)C1(Cc2cccc(F)c2)CCN(Cc2cnn(CC)c2C)CC1	4%	3%	-2%	5%	-19%	-3%	2%	0%	-2%	-8%	-3%
CCOC(=O)C1CCN(C(=O)c2c(-c3c(Cl)cccc3Cl)noc2C)CC1	2%	0%	1%	-2%	6%	-1%	-3%	0%	-2%	-5%	18%
CCC(C)(C(=O)NC1CCCC1)N(CC1CCCO1)C(=O)CNC(=O)c1ccccc1 (configuration not stated)	-20%	0%	-8%	-1%	-7%	-6%	0%	0%	-5%	1%	-5%
CC(C)(C)NC(=O)CSC(=Nc1ccc(F)cc1)NC#N	-13%	-1%	1%	5%	-21%	1%	-7%	-8%	-9%	1%	-5%
COc1ccc(CN(C)Cc2ccccc2)c(OC)c1OC	-13%	1%	-5%	4%	-12%	3%	6%	-4%	10%	-5%	-5%
COc1ccc(S(=O)(=O)N2CCCCC2)cc1NC(=O)C1CC(=O)N(Cc2ccccc2)C1 (configuration not stated)	x	1%	5%	-1%	-1%	-3%	-5%	0%	x	x	x
CCOc1ccccc1C(=O)N(CN1CCCC1=O)c1cccc(Cl)c1	7%	-2%	4%	9%	-22%	0%	x	-7%	5%	-6%	9%
CC1Cc2ccccc2N1C(=O)CSc1nnnn1C (configuration not stated)	-17%	0%	-2%	0%	-13%	-4%	-1%	-5%	9%	3%	-7%
CS(=O)(=O)N(Cc1ccc(Cl)cc1)c1ccc(C(=O)NCc2ccccn2)cc1	18%	-2%	-9%	1%	-11%	-1%	1%	-7%	0%	-3%	1%
COc1ccccc1/C=N/NC(=O)C(=O)Nc1ccccc1OC(F)(F)C(F)F	-5%	u	2%	-9%	-20%	-7%	2%	2%	5%	2%	1%
Cn1c(SCc2nc3cc(C(=O)O)ccc3c(=O)[nH]2)nnc1C(F)(F)F	-2%	1%	13%	-1%	-7%	-6%	1%	-8%	-15%	0%	4%
CCOc1ccc(N2CC(C(=O)N3CCCCCC3)CC2=O)cc1 (configuration not stated)	0%	-3%	1%	0%	-9%	0%	-2%	2%	-2%	0%	4%
O=C(COc1ccccc1F)Nc1ccc2[nH]c(=O)[nH]c2c1	x	11%	-2%	-3%	-14%	12%	1%	1%	x	x	x
CCOc1ccc(NC(=O)CN(c2ccc(OCC)cc2)S(=O)(=O)c2c(C)[nH]c(=O)[nH]c2=O)cc1	4%	3%	1%	-18%	-9%	1%	6%	1%	3%	-14%	0%
Cc1cccc(NS(=O)(=O)c2cccc(C(=O)Nc3cccc(C(=O)O)c3)c2)c1	34%	-1%	x	-17%	-30%	-3%	30%[activator]	7%	-13%	-9%	-11%
CCN(CC)C(=O)Cn1nc(-c2ccncc2)nc1SCC(=O)Nc1ccc(OC)cc1	11%	6%	3%	0%	-16%	-1%	-2%	-3%	-2%	-4%	-1%
COCc1cc(NCc2ccc(Cl)cc2)nc(C)n1	5%	3%	-4%	-1%	-21%	1%	-3%	-2%	-3%	-3%	6%
O=C(CNC(=O)c1cnccn1)Nc1ccc(F)c(F)c1F	-1%	0%	3%	3%	0%	-3%	3%	2%	-3%	-5%	-1%
Cc1n(Cc2ccccc2)c2ccccc2[n+]1Cc1ccccc1	-20%[1.91 µM]	-15%	x	0%	-60%	-17%	-9%	-17%	-2%	1%	u
CSc1ccc(S(=O)(=O)Nc2ccc(F)cc2)cc1	3%	1%	10%	4%	-40%	0%	-2%	-11%	-2%	1%	-1%
CCOC(=O)CCC(=O)NCc1ccc2c(c1)cc(C)n2C	u	1%	3%	-5%	18%	0%	2%	0%	-4%	u	-4%
COc1ccc(-n2nc(C(=O)NCC(=O)NCCC3=CCCCC3)c3ccccc3c2=O)cc1OC	-8%	-6%	-3%	-3%	-15%	-3%	5%	2%	-7%	u	-9%
COc1ccc(NC(=O)COC(=O)c2ccncc2)c(OC)c1	-13%	-1%	3%	0%	11%	-1%	3%	8%	-2%	-5%	-8%
Cc1ccc(C(=O)N2c3ccccc3CC2C)o1 (configuration not stated)	-8%	u	8%	7.6µM*	4µM*	2µM*	-5%	1µM*	-3%	-5%	1%
Cc1nc(=O)c(-c2ccccc2)c(C)n1-c1ccccc1O	3%	-5%	4%	9%	-1%	-3%	-2%	4%	-1%	6%	2%
CCN(CC)c1ccc(C(=O)OCC(=O)N(C)Cc2ccccc2)cc1	9%	-3%	-1%	-19%	-4%	-2%	x	9%	2%	5%	-11%
CCOc1ccc(CNC(=O)c2ccc3c(c2)N(CC)CCS3)cc1	12%	0%	x	0%&-15%	-2%	0%	7%	5%	x	7%	1%
Cc1[nH]c2ccc(C(=O)N3CCCC3)cc2c1C	0%	10%	6%	-3%	-12%	1%	0%	4%	13%	1%	-11%
O=C(c1ccco1)N1CCN(C(=O)c2snc3ccc(Cl)cc23)CC1	13%	-6%	-3%	2%	8%	4%	1%	13%	8%	u	5%
Nn1c(SCC(=O)Nc2ccccc2)nnc1C1CCCCC1	x	-1%	12%	2%	17%	-3%	0%	0%	x	x	x
Cc1cc(C(=O)Nc2ccc(Cl)cc2)n(-c2ccccc2)n1	6%	5%	6%	-20%	73%	1%	-2%	1%	7%	-1%	-8%
COc1ccc(C2C(C(N)=O)=C(C)Nc3nc(CCCO)nn32)cc1OC (configuration not stated)	12%	0%	1%	-1%	-6%	2%	0%	0%[1.84 µM]	-7%	-12%	-2%
COc1ccc(CC(=O)OCC(=O)Nc2ccc(Cl)cn2)cc1	13%	2%	3%	1%	-1%	-1%	0%	5%	14%	-11%	8%
c1ccc(-c2nc3nc4ccccc4nc3n2Cc2ccco2)cc1	-91%	3%	18%	u	-36%	26%	-2%	22%	1%	u	20µM*
COc1ccc(NC(=O)C2Cc3cccc(OC)c3O/C2=N\O)cc1 (configuration not stated)	26%	-1%	-6%	u	-27%	2%	u	-1%	7%	-10%	4%
COc1cccc(OC)c1OCCCCN1CCCCC1	-7%	-8%	-3%	2%	-23%	-2%	-16%	0%	0%	-4%	5%
Cc1sc(NC(=O)COc2cccc(-n3cnnn3)c2)c(C#N)c1C	36%	-1%	-3%	1%	-36%	-4%	x	-3%	-1%	-3%	-8%
CCSc1ncc(C)cc1[N+](=O)[O-]	0%	0%	2%	1%	-3%	-3%	-7%	-4%	2%	9%	-8%
